Screens from PubChem BioAssay.
Pf growth 96h = inhibits malaria parasite growth, 96 h. 320,000 compounds, 6.9% hits. Potency, µM (series often up to 28.7 µM), inactives show top-dose activity change, negative = inhibition, most hits filed as inhibitors. P. falciparum luciferase reporter growth, 96 h; also: potency is read from the fitted curve at half-maximal effect; % is scaled to controls: 0 for no effect and ±100 for the full control effect
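P. falciparum expressing integrated firefly luciferase grown in erythrocytes (2% hematocrit, 0.05% parasitemia final) with compounds for 96 hours at 37 C, 5% CO2. Growth inhibition read as loss of luminescence after adding luciferase detection reagent.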
Cycloheximide cs = counter-screen for Shiga toxin inhibitors: cycloheximide protein synthesis inhibition; cell reporter, cycloheximide protein synthesis inhibition counterscreen; max response, %; 300,000 compounds, 12% hits; in the data active = max response mostly above about 13%, no sharp cut-off; inactive = mostly below about 14%; also: read at 38.3 µM for the half of the compounds with a filed dose; 0% is about no effect
AmpC inh no detg = inhibitors of E. coli AmpC beta-lactamase without detergent; P00811; AmpC nitrocefin hydrolysis, absorbance 480 nm, 0.0001% Triton; Potency, µM (top dose mostly 57.1 µM), for the others: at the highest dose activity change, negative = inhibition, most hits filed as inhibitors; 330,000 compounds, 0.52% hits;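 also: potency is read from the fitted curve at half-maximal effect; plate controls were no compound for no effect and no enzyme for full effect; nearly all actives have a fitted effect of over 20% in size; some results filed as inactive show a strong effect at the top dose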
Target sequence (P00811 whole entry, looked up): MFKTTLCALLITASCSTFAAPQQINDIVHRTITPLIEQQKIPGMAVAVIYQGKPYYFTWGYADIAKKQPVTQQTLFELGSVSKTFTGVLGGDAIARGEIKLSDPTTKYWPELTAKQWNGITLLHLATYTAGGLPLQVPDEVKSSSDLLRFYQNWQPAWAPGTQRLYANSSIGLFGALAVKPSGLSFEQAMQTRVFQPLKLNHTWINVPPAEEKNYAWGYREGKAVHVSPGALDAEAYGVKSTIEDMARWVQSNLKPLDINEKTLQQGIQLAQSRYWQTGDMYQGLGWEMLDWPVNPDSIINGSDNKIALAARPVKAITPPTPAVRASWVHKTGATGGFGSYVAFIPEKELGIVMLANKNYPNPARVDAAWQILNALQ
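20 mM phosphate pH 7.0 + 0.01% (detergent screen) or 0.0001% Triton X-100; 5.3 nM AmpC reagent; cpd preinc 15 min RT; nitrocefin (800 uM stock) to start; A480 q20 s × 4 min; Activity was normalised to no-enzyme and no-compound control wells.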
Shiga inhibitor = Shiga toxin inhibition. Vero cells, Shiga toxin protein synthesis inhibition reporter. 290,000 compounds, 9.2% hits. inhibition, % at 38.7 µM; in the data active = inhibition mostly above about 28%, no sharp cut-off; inactive = mostly below about 43%; also: 0% is about no effect
Pf growth 48h = inhibits P. falciparum growth in the first generation, 48 h; P. falciparum luciferase growth in erythrocytes, 48 h; Potency, µM (titrated, usually from 28.7 µM), without a hit: at the top dose activity change, negative = inhibition, most hits filed as inhibitors; 310,000 compounds, 5.9% hits; also: potency is read from the fitted curve at half-maximal effect; % is scaled to controls: 0 for no effect and ±100 for the full control effect
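A one-generation exposure of luciferase-tagged malaria parasites in RPMI 1640/Albumax erythrocyte culture, 37 C and 5% CO2. Inhibition is inferred from decreased luminescence after adding detection reagent.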
LmPK inhibitor = blocks Leishmania mexicana pyruvate kinase activity; Q27686; purified LmPK, Kinase-Glo ATP luminescence, 1 h; Potency, µM (doses to about 57.5 µM), without a hit: at the top dose activity change, negative = inhibition, hits mostly inhibitors; 290,000 compounds, 0.37% hits; AID 1721; also: potency is read from the fitted curve at half-maximal effect; % is scaled to controls: 0 for no effect and ±100 for the full control effect
Target sequence (Q27686 whole entry, looked up): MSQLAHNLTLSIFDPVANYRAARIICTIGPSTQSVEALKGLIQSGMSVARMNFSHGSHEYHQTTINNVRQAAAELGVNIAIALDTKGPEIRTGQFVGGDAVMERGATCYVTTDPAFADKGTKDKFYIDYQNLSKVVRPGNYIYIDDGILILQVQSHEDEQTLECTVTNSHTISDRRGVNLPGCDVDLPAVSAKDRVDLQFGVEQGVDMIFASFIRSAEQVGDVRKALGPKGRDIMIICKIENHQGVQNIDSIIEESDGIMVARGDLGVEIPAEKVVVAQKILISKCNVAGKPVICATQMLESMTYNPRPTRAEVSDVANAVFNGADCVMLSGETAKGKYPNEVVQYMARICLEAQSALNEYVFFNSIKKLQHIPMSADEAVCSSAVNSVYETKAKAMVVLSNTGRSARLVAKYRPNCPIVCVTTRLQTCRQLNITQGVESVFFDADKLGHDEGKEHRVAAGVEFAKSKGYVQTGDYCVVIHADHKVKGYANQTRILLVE
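Pyruvate kinase activity monitored as ATP production (luciferase luminescence). Conditions: 0.1 nM enzyme, 0.5 mM PEP, 0.1 mM ADP, 1 h, RT; normalized against uninhibited and no-enzyme wells.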
Tb PYK inh = T. brucei pyruvate kinase inhibition; Potency, µM (series often up to 76.8 µM), for inactives: top-dose activity, negative = inhibition, usual class: inhibitors; TbPYK enzyme, Kinase-Glo Plus ATP luminescence, 45 min; AID 624173; 410,000 compounds, 0.12% hits; also: potency is read from the fitted curve at half-maximal effect; % is scaled to controls: 0 for no effect and ±100 for the full control effect; nearly all actives have a fitted effect of over 50% in size
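T. brucei PYK with substrate was exposed to pin-transferred compounds across a concentration series, then started with 130 uM ADP (final). After 45 min at room temperature, Kinase-Glo Plus luminescence was read, normalized and curve-fitted.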
Starred values were filed as active, the others as inactive; ? = inconclusive; / = not tested or not shown; [ ] = remark or other dose. Unless noted, calls follow the shape of the dose curve; as a rule, active = well fitted curve in the direction sought with a large enough effect; inconclusive = small, poorly fitted or top-dose-only effect, or another doubt; inactive = no such curve, though single readings can be large; an effect the other way counts as inactive or inconclusive. This is a random part of the collection, and some 22% of all compounds hit somewhere here.

SMILES	Pf growth 96h	Cycloheximide cs	AmpC inh no detg	Shiga inhibitor	Pf growth 48h	LmPK inhibitor	Tb PYK inh
CC(Oc1cc(F)ccc1[N+](=O)[O-])C(=O)Nc1ccc(S(=O)(=O)N2CCCC2)cc1 (stereo not drawn)	-29%	-2	-27%	-10	2%	5%	0%
O=C(NCCCCc1ccccc1)c1ccccc1	?	15*	-32%	28	3%	5%	3%
CN(C)C(=O)CN1C(=O)c2cccc3cccc1c23	-15%	0	6%	-14	-9%	-9%	4%
O=C(c1ccccc1)c1ccc2nc[nH]c2c1	/	10	?	27	34%[activator]	2%	0%
O=C1c2cccnc2C(O)N1C1CCCCC1 (stereo not drawn)	65%[activator]	-2	0%	1	-1%	0%	10%
COc1ccc2nc(C)cc(Nc3ccccc3O)c2c1	?	-4	-23%	-7	?	8%	-26%
CCCCCCCCNC(=O)c1cccnc1SCC(=O)Nc1ccccc1OC	-7%	4	-24%	-7	0%	2%	-17%
CC12CN3CC(C)(CN(C1)C3c1ccccc1)C2O (stereo not drawn)	/	5	-19%	-14	-3%	-8%	-2%
COc1ccc(OC)c(N(CC(=O)Nc2ccc3c(c2)OCCO3)S(C)(=O)=O)c1	/	-1	21%	-5	1%	-2%	6%
COCCNC(=S)N/N=C(\C)c1ccc(Cl)c(Cl)c1	?	8	-10%	33	?	-1%	2%
Cc1ccc(Cc2cc(-c3ccc(C)cc3)n[nH]c2=O)cc1	32%[activator]	40*	-27%	52*	16%	-3%	-23%
COc1cc(NC(=O)CN(C)S(=O)(=O)c2ccc3c(c2)CC(C)N3C(C)=O)cc(OC)c1OC (stereo not drawn)	?	-1	2%	0	-8%	-1%	3%
CC1CC(C)CN(CC(=O)N2c3ccccc3CCc3ccccc32)C1 (stereo not drawn)	?	-4	38%	-10	?	1%	-2%
Cc1cc(C)c(C)c(OCCOCCN2CCOCC2)c1	?	-2	?	1	8%	1%	-7%
Cc1ccc2c(c1)C(C)(C)[C@]1(C)NC(=O)CCN21	?	5	-17%	29	?	2%	-6%
C/C(CCc1ccccc1)=N\NC(=O)C(=O)Nc1cccc(Cl)c1	?	-1	-30%	-2	-2%	0%	-1%
CC(CC(=O)O)n1nnc2ccccc21 (stereo not drawn)	15%	-1	-8%	2	3%	-1%	2%
CS(=O)(=O)Nc1ccc(S(=O)(=O)Nc2nccs2)cc1	-16%	-3	-7%	-3	-12%	4%	-14%
O=C1NC(=O)/C(=C/c2ccco2)N1	41%[activator]	/	-1%	/	29%	/	-4%
COc1ccc(C(CCNCc2ccc(N(C)C)cc2)C(C)C)cc1 (stereo not drawn)	7.4µM*	-1	-1%	-14	9.3µM*	2%	6%
O=C(N/N=C/c1c(O)n(Cc2ccc(F)cc2)c(=O)[nH]c1=O)c1ccccc1O	?	9	-39%	50	12%	-1%	-8%
CCOC(=O)c1cc(=O)c2ccc(OCC(=O)Nc3ccc(F)cc3)cc2o1	70%[activator]	1	-26%	-4	54%[activator]	6%	-1%
O=C(NC(Cc1ccccc1)c1nc2ccccc2[nH]1)C1CC(=O)N(c2ccc3c(c2)OCCO3)C1 (stereo not drawn)	2.9µM*	13	-18%	23	0%	6%	-18%
CN(CC(=O)Nc1ccc(S(N)(=O)=O)cc1)c1ccccc1	22%	-4	-17%	-9	/	0%	-4%

A run of entries of the results above, for reference:
SMILES	Pf growth 96h	Cycloheximide cs	AmpC inh no detg	Shiga inhibitor	Pf growth 48h	LmPK inhibitor	Tb PYK inh
CC1CC(C)CN(CC(=O)N2c3ccccc3CCc3ccccc32)C1 (stereo not drawn)	?	-4	38%	-10	?	1%	-2%
Cc1cc(C)c(C)c(OCCOCCN2CCOCC2)c1	?	-2	?	1	8%	1%	-7%

Following part.
SMILES	Pf growth 96h	Cycloheximide cs	AmpC inh no detg	Shiga inhibitor	Pf growth 48h	LmPK inhibitor	Tb PYK inh
O=C(CN1CCCC1)N1c2ccccc2C=Cc2ccccc21	-22%	-2	0%	14	8%	-9%	2%
CCOC(=O)CN1N=C(c2ccc(Cl)cc2)CCC1=O	13µM*	12	29%	15	9%	5%	4%
CN(NC(=O)c1ccccc1Cl)c1ncc(C(F)(F)F)cc1Cl	-2%	0	-10%	0	1%	3%	1%
COc1ccc(NC(=O)/C(C#N)=C/c2ncc([N+](=O)[O-])n2C)c(OC)c1	-8%	-1	47%	-9	29%	-1%	7%
COc1ccc(-n2cnc3cc(C(=O)N4CCOCC4)ccc32)cc1	7%	56*	-7%	45*	7%	-4%	-1%
COc1ccc(S(=O)(=O)Nc2ccccc2C(=O)NCc2ccco2)cc1Br	19%	0	/	-3	2%	12%	1%
O=C(COc1ccccc1Cl)NCC(c1cccs1)N1CCOCC1 (stereo not drawn)	1%	/	49%	/	?	/	-3%
COc1ccc(Cn2c(CCC(=O)N3CCN(c4ccccn4)CC3)nc3ncccc3c2=O)cc1	?	5	100%[activator]	32	12µM*	4%	4%
S=C(NCc1ccncc1)NC1CCCC1	20%	-2	-21%	-7	-6%[5.75 µM]	2%	4%
O=c1[nH]c2ccccc2c(=O)n1Cc1ccco1	-11%	-5	-8%	-21	10%	-1%	-2%
CC(C)CNc1cc(=O)n(C)c(=O)n1C	/	1	-16%	-6	-15%	-1%	-11%
COc1cc(C(=O)Nc2cccc(-c3nc4ccccc4o3)c2C)cc(OC)c1OC	-15%	-3	-13%	17	-10%	0%	5%

Among those listed so far, two contain a nitro group on carbon:
SMILES	Pf growth 96h	Cycloheximide cs	AmpC inh no detg	Shiga inhibitor	Pf growth 48h	LmPK inhibitor	Tb PYK inh
CC(Oc1cc(F)ccc1[N+](=O)[O-])C(=O)Nc1ccc(S(=O)(=O)N2CCCC2)cc1 (stereo not drawn)	-29%	-2	-27%	-10	2%	5%	0%
COc1ccc(NC(=O)/C(C#N)=C/c2ncc([N+](=O)[O-])n2C)c(OC)c1	-8%	-1	47%	-9	29%	-1%	7%

(next part)
SMILES	Pf growth 96h	Cycloheximide cs	AmpC inh no detg	Shiga inhibitor	Pf growth 48h	LmPK inhibitor	Tb PYK inh
Cc1nc2cc(-c3cccc(F)c3)nn2c(C)c1CCC(=O)NC(C)c1ccc2c(c1)OCCO2 (stereo not drawn)	?	-2	270%[activator]	-6	?	5%	-4%
CCCCNC(=O)OCC(CC)NC(=O)OC(C)C (stereo not drawn)	27%	-3	0%	9	7%	0%	-2%
COc1ccc([N+](=O)[O-])c2c(=O)ccoc12	-14%	-4	-30%	-4	-24%	-7%	3%
COC(=O)c1nc2nc(C)cc(=O)n2[nH]1	73%[activator]	-3	-9%	-7	37%[activator]	0%	0%
Nc1cc(=O)[nH]c(SCC(=O)N2N=C(c3ccc(Cl)cc3)CC2c2ccco2)n1 (stereo not drawn)	-15%	11	-27%	23	-26%	1%	-7%
O=[N+]([O-])c1cccc(/C=N/n2cnnc2)c1	115%[activator]	-3	-13%	8	45%[activator]	-1%	-2%
Cc1ccc(/C=N/NC(=S)NC(C)C)o1	?	9	-22%	24	/	2%	1%
CC1CN2C(c3ccc([N+](=O)[O-])cc3)=CSC2=N1 (stereo not drawn)	-23%	-3	16%	/	10%	-1%	?
Cc1cc2ccccc2cc1CN1CCCCC1	63%[activator]	6	-4%	-8	50%[activator]	1%	3%
COc1cc(-c2cc(C(=O)Nc3ccncc3)c3ccccc3n2)cc(OC)c1OC	4.1µM*	/	166%[activator]	/	8.3µM*	/	4%
O=C(Cc1ccccc1)NNC(=O)c1cccs1	197%[activator]	-1	-3%	-12	?	-5%	2%
Cc1cc(Cl)ccc1OCC(=O)Nc1ccccc1N1CCOCC1	?	-2	-13%	-17	-16%	1%	-5%
COc1ccccc1NC(=O)Nc1ccccc1Br	22%	-2	-10%	12	?	4%	-31%
CN1C(=O)C(=Cc2ccc(SC3CCCCC3)o2)C(=O)N(C)C1=O	?	10	-26%	15	7%	15%	?
CCC(OC(=O)CNS(=O)(=O)c1ccccc1)C(=O)c1ccccc1 (stereo not drawn)	?	-8	-14%	-10	?	-4%	0%
CC(C)(C)c1ccc(-c2nnc(SCC(=O)NC3CC3)o2)cc1	1.3µM*	/	28%	/	2.1µM*	/	4%
O=C(Nc1cc(F)ccc1F)c1ccc(-n2cncn2)c([N+](=O)[O-])c1	13%	/	-7%	/	12%	/	-1%
O=C(NC1CCCCC1)c1ccccc1NC(=O)C1CC(=O)N(c2ccc(Cl)cc2)C1 (stereo not drawn)	-15%	1	0%	7	16%	2%	3%
c1ccc(-c2noc(CC3CCCCC3)n2)nc1	1%	50*	4%	82*	89%[activator]	-3%	-2%
COc1cc(NC(=O)C2CCCN2C(=O)C2CCC(C)CC2)cc(OC)c1OC (stereo not drawn)	?	4	48%	9	?	1%	7%
CCOC(=O)c1cnc2ccc(OC)cc2c1Nc1ccc(N2CCN(C)CC2)cc1	0.93µM*	-1	145%[activator]	3	1.7µM*	0%	-3%
CC(C)OC(=O)c1ccc(NC(=O)Cn2c(-c3nonc3N)nc3ccccc32)cc1	8.3µM*	-2	-40%	-5	10µM*	2%	-3%
CCCCNC(=S)NNC(=O)c1csc2ccccc12	41%[activator]	-2	-29%	27	/	11%	-3%
Cc1ccccc1C(=O)NC1CCN(CC(=O)NCc2cccs2)CC1	?	6	-5%	16	16%	9%	-5%
O=C(c1cnn(-c2ccccc2)c1)c1ccc2ccccc2c1O	150%[activator]	15*	-31%	39	82%[activator]	-1%	3%
COCC(C)n1c(C)cc(C(=O)CN2c3cccc4cccc(c34)S2(=O)=O)c1C (stereo not drawn)	-2%	/	33%	/	?	/	3%
COc1cc(S(=O)(=O)N2CCCCC2)ccc1NC(C)=O	22%	7	-15%	-6	/	-1%	1%

Of the compounds above, 6 contain a furan ring, fused or not:
SMILES	Pf growth 96h	Cycloheximide cs	AmpC inh no detg	Shiga inhibitor	Pf growth 48h	LmPK inhibitor	Tb PYK inh
O=C1NC(=O)/C(=C/c2ccco2)N1	41%[activator]	/	-1%	/	29%	/	-4%
COc1ccc(S(=O)(=O)Nc2ccccc2C(=O)NCc2ccco2)cc1Br	19%	0	/	-3	2%	12%	1%
O=c1[nH]c2ccccc2c(=O)n1Cc1ccco1	-11%	-5	-8%	-21	10%	-1%	-2%
Nc1cc(=O)[nH]c(SCC(=O)N2N=C(c3ccc(Cl)cc3)CC2c2ccco2)n1 (stereo not drawn)	-15%	11	-27%	23	-26%	1%	-7%
Cc1ccc(/C=N/NC(=S)NC(C)C)o1	?	9	-22%	24	/	2%	1%
CN1C(=O)C(=Cc2ccc(SC3CCCCC3)o2)C(=O)N(C)C1=O	?	10	-26%	15	7%	15%	?
